Source: PubChem BioAssay
mHtt clearance – clearance of mutant huntingtin inclusions, primary screen, imaging, HeLa Exon1htt(103Q)mCFP, confocal imaging; 47,000 compounds, 0.42% hits; inhibition, % at 1.5 µM; aggregate imaging; zero = plate's median compound well;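 active = inhibition of aggregate fluorescence above about 70%, also judged a hit by eye on the cell image, limit read from the data, passing the limit was not always enough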;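 also: cells exposed to compound for three days before fixation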
mHtt clearance grain fraction – also measured in mHtt clearance; calls as there; fraction fluorescence in grains; measured here: aggregate grain fluorescence fraction; active compounds read low;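 scaled fraction of total cell fluorescence in grains with unit not stated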
Starred values were filed as active, the others as inactive.

SMILES	mHtt clearance	mHtt clearance grain fraction
COc1ccc(NC(=O)CSc2nncn2C)cc1OC	18	15
CCOc1ccc(Cc2nn[nH]n2)cc1	45	9.8
Cc1ccccc1OCCN1C(=O)NC2(CCc3ccccc32)C1=O (centres undefined)	-25	21
COc1cc2c(cc1OC)C(C(=O)Nc1ccc3c(c1)OCCO3)C1c3ccccc3CCN1C2=O (centres undefined)	-20	44
O=C(CSc1nccn1-c1ccc(F)cc1)Nc1ccc2c(c1)OCO2	25	16
O=C(CN1CC(=O)Oc2ccccc21)OCC(=O)c1cccc(Br)c1	-9	37
O=C(Oc1ccc2c(c1)CCC2)N1CCOCC1	-3	22
CCN(c1ccccc1)S(=O)(=O)c1cccc(C(=O)O)c1	38	23
COc1ccc(S(=O)(=O)NC2CCCC2)cc1Br	58	7.5
O=C(Nc1ccccn1)c1cccs1	1	23
O=C(NCC1CCCO1)C1CC(=O)N(c2ccc(F)c(Cl)c2)C1 (centres undefined)	13	43
COc1ccc(C(=O)c2sc(NC(C)C)nc2N)cc1OC	25	26
COc1ccc(OC)c(NC(=O)Cn2c(=O)n(CC(=O)NCc3ccco3)c(=O)c3ccccc32)c1	23	16
CCCCCNC(=O)c1ccccc1SC	13	14
COC(=O)C1C(=O)C2=C(CC1C)NC(C)=C(C(=O)OC1CCCC1)C2c1ccc(N(C)C)cc1 (centres undefined)	-10	20
Cc1cccc(OCC(=O)N2CCN(C(=O)CCC3CCCC3)CC2)c1	-23	42
COCCCn1c(SCC(=O)Nc2ccccc2)nnc1-c1ccncc1	47	11
Cc1ccc(CSc2nnc(-c3ccc4c(c3)OCO4)o2)cc1	0	38
CC1(C)C(c2ccc(Cl)cc2)=[N+]([O-])C2(CCCC/C2=N\O)N1O (centres undefined)	23	30
Cn1/c(=N/N=C/c2ccc(Cl)c([N+](=O)[O-])c2)sc2ccccc21	-53	59
CC(=O)Cn1c(CN2CC(C)CC(C)C2)nc2c1c(=O)n(C)c(=O)n2C (centres undefined)	-14	37
Cc1cc(C(F)F)n2nc(C(=O)NCc3ccccc3F)nc2n1	-53	32
Cc1ccc(CCNC(=O)C23CN(Cc4ccccc4)CC2C(c2cccc([N+](=O)[O-])c2)=NO3)cc1 (centres undefined)	32	26
N#CCSc1nc2[nH]ncc2c(=O)n1-c1ccccc1Br	-7	44
O=C(CSCc1nc2ccccc2[nH]1)Nc1ccc2ccccc2c1	16	25
CCOC(=O)C1CCN(S(=O)(=O)c2ccc(OC)c(OC)c2)CC1	8	18
O=C(NCc1ccco1)C1CC(=O)N(c2ccc(F)cc2)C1 (centres undefined)	8	17
Cc1ccc(CC(CC(=O)O)C(=O)NC2CCCCC2)cc1 (centres undefined)	-6	22
Cc1ncoc1C(=O)Nc1ccc(Oc2ccccc2)cc1	16	34
O=S(=O)(c1ccc(F)c(Cl)c1)N1CCCC1	-12	19
O=S(=O)(N1CCCCC1)N1CCN(S(=O)(=O)N2CCCCC2)CC1	-6	22
COc1cccc(/C=N/NC(N)=S)c1OS(=O)(=O)c1ccccc1	-7	21
O=C(O)C1CCCCC1C(=O)Nc1ccccc1F (centres undefined)	36	12
O=C(CN1CCOCC1)Nc1ccc(Oc2ccc(NC(=O)CN3CCOCC3)cc2)cc1	-47	27
Nc1nc(CN2CCCCC2)cs1	-65	71
CCOc1cc(C)c(Cl)cc1S(=O)(=O)n1cnc2ccccc21	43	10
Cn1c(=O)c2[nH]c(N3CCOCC3)nc2n(-c2ccccc2)c1=O	3	32
Nc1ccc(-c2nc3ccc(-c4nc5ccccc5o4)cc3[nH]2)cc1	-12	44
COc1ccccc1OCc1nnc(SCC(=O)c2cc(Cl)ccc2OC)o1	15	17
CCC(=O)Nc1ccc(Nc2ccccc2)cc1	-63	31
Cc1nccn1CCc1nc(N)nc(N)n1	-11	41
Nc1c(C(=O)CCC(=O)O)oc2ccc(Cl)cc12	-178	100
COc1ccc2c(c1)C=CC1(O2)N(CCO)c2ccccc2C1(C)C (centres undefined)	-3	19
O=S1(=O)C=C(Oc2ccc(F)cc2)c2ccccc21	5	18
Cc1ccccc1NC(=O)NCCCN1CCCC1	7	22
C=CCN1CC2CC3(COc4cc(C)cc(C)c4)C=CC2(O3)C1=O (centres undefined)	20	26
CS(=O)(=O)N1CCc2cc(-c3csc(NC(=O)Cc4ccccc4)n3)ccc21	14	17
CSc1nc2c(c(=O)[nH]c(=O)n2C)n1C/C=C(\C)Cl	69	11
O=C(c1ccco1)N1CCN(S(=O)(=O)c2ccc3c(c2)OCCO3)CC1	36	18
O=C(NCCN1Cc2ccccc2C1=O)c1cccs1	-4	35
Cn1nnc2cc(NC(=O)NCc3ccc4c(c3)OCO4)ccc21	25	14
CC1=CCC2C(=O)N(CCc3c[nH]c4ccccc34)C(=O)C2C1 (centres undefined)	-74	33
CCN=C1SC(CC(=O)NCCc2ccc(OC)c(OC)c2)C(=O)N1CC (centres undefined)	52	21
CCOC(=O)c1cnc(-n2nc(C)cc2C)nc1NC	-42	52
CS(=O)(=O)N(Cc1nc2sc3c(c2c(=O)[nH]1)CCCC3)C1CCCCC1	-35	50
Clc1ccc(COn2c(-c3ccc(Cl)cc3)nc3ccccc32)cc1	46	11
CCOC(=O)c1sc(NC(=O)CCN2CCOCC2)c(C(=O)OCC)c1C	6	34
CS(=O)(=O)Nn1cnc2ccccc2c1=O	-22	25
COc1ccc2ccc(Oc3ncccn3)cc2c1	-102	36
Cc1ccc(C2Nc3ccccc3C(=O)N2Cc2ccco2)cc1 (centres undefined)	-25	27

Entries from the list above that have a halogen:
SMILES	mHtt clearance	mHtt clearance grain fraction
O=C(CSc1nccn1-c1ccc(F)cc1)Nc1ccc2c(c1)OCO2	25	16
O=C(CN1CC(=O)Oc2ccccc21)OCC(=O)c1cccc(Br)c1	-9	37
COc1ccc(S(=O)(=O)NC2CCCC2)cc1Br	58	7.5
O=C(NCC1CCCO1)C1CC(=O)N(c2ccc(F)c(Cl)c2)C1 (centres undefined)	13	43
CC1(C)C(c2ccc(Cl)cc2)=[N+]([O-])C2(CCCC/C2=N\O)N1O (centres undefined)	23	30
Cn1/c(=N/N=C/c2ccc(Cl)c([N+](=O)[O-])c2)sc2ccccc21	-53	59
Cc1cc(C(F)F)n2nc(C(=O)NCc3ccccc3F)nc2n1	-53	32
N#CCSc1nc2[nH]ncc2c(=O)n1-c1ccccc1Br	-7	44
O=C(NCc1ccco1)C1CC(=O)N(c2ccc(F)cc2)C1 (centres undefined)	8	17
O=S(=O)(c1ccc(F)c(Cl)c1)N1CCCC1	-12	19
O=C(O)C1CCCCC1C(=O)Nc1ccccc1F (centres undefined)	36	12
CCOc1cc(C)c(Cl)cc1S(=O)(=O)n1cnc2ccccc21	43	10
COc1ccccc1OCc1nnc(SCC(=O)c2cc(Cl)ccc2OC)o1	15	17
Nc1c(C(=O)CCC(=O)O)oc2ccc(Cl)cc12	-178	100
O=S1(=O)C=C(Oc2ccc(F)cc2)c2ccccc21	5	18
CSc1nc2c(c(=O)[nH]c(=O)n2C)n1C/C=C(\C)Cl	69	11
Clc1ccc(COn2c(-c3ccc(Cl)cc3)nc3ccccc32)cc1	46	11

Next part.
SMILES	mHtt clearance	mHtt clearance grain fraction
C=CCc1cccc2cc(C(=O)N(C)C)c(=O)oc12	27	16
O=c1ccc(S(=O)(=O)N2CCC(Cc3ccccc3)CC2)c[nH]1	32	12
CN1CCN(C(=O)c2cccc(COc3cc(Cl)ccc3Cl)c2)CC1	22	15
CN(Cc1cccs1)C(=O)COc1cccc(-n2cnnn2)c1	22	32
O=C(NC1CCCCC1)C1CCN(c2nccs2)CC1	8	37
O=C(c1ccccc1)c1nnc(-c2ccncc2)o1	-17	40
Cc1cc(C)n2nc(-c3sccc3-n3c(C)ccc3C)cc2n1	34	14
CC(c1ccccn1)N(CCN(C)C)C(=S)Nc1cccc(F)c1 (centres undefined)	-11	22
Nc1c(N=Nc2ccccc2F)c(=O)[nH]n1-c1ccccc1	8	35
CN1C(=O)c2ccccc2N(C)C1c1ccc2c(c1)OCO2 (centres undefined)	-51	30
CCOc1ccccc1CN(CCc1ccc2c(c1)OCO2)Cc1ccccn1	56	15
Cc1ccc(-n2c(O)c(C=NC3CCS(=O)(=O)C3)c3ccccc3c2=O)cc1 (centres undefined)	35	23
CCCS(=O)(=O)N1CCC(C(=O)N2CCC(Cc3ccccc3)CC2)CC1	6	41
CC1(C)CC2CC(C)(CN2C(=O)c2cccs2)C1 (centres undefined)	-44	27
COc1ccc(S(=O)(=O)N(Cc2ccccc2)Cc2nc(-c3ccccc3)no2)cc1	6	20

Taken from above:
CN1CCN(C(=O)c2cccc(COc3cc(Cl)ccc3Cl)c2)CC1 – mHtt clearance = 22
O=C(c1ccccc1)c1nnc(-c2ccncc2)o1 – mHtt clearance grain fraction = 40

More structures.
SMILES	mHtt clearance	mHtt clearance grain fraction
CN(C(=O)CCN1C(=O)c2ccccc2C1=O)C1CCCCC1	1	21
Cc1ccc(C(=O)C(C(=O)/C=C/c2ccccc2)=C2SCCCS2)cc1	-55	28
CCOC(=O)N1CCN(C(=O)c2ccc3nc4cc(Cl)ccc4c(=O)n3c2)CC1	11	17
O=c1[nH]nc(Cc2ccc(Cl)cc2)c2ccccc12	-26	24
CCOC(=O)c1c(COC(=O)c2ccco2)nc2ccccc2[n+]1[O-]	-1	20
O=C(CC1c2ccccc2Oc2ccccc21)N1CCN(c2ccccn2)CC1	-28	55
O=C(NCC1CCCO1)c1ccccc1-c1nc(-c2ccc(F)cc2)no1 (centres undefined)	-14	41
CCOC(=O)C12CNC(=O)C(C(=O)OCC)(CNC1=O)C2	18	34
Cc1nn(S(=O)(=O)c2cccs2)c(C)c1Sc1ccccc1	-10	34
COc1cccc(NC(=O)CN2CCN(S(=O)(=O)c3ccc(C(C)C)cc3)CC2)c1	32	15
CC(NC(=O)COc1ccccc1)C1COc2ccccc2O1 (centres undefined)	-65	33
Cc1onc(-c2c(Cl)cccc2Cl)c1C(=O)NCCCN1CCOCC1	11	17
Cc1nn(CC(=O)O)c(C)c1C	15	25
O=C(O)c1cc2cc(OCc3ccccc3)ccc2[nH]1	-2	36
CCCC(=O)Nc1ccc(NC(=O)C2CC2)cn1	8	15

Fetched by compound from the entries so far:
SMILES	mHtt clearance	mHtt clearance grain fraction
CCOC(=O)C12CNC(=O)C(C(=O)OCC)(CNC1=O)C2	18	34
CCOC(=O)N1CCN(C(=O)c2ccc3nc4cc(Cl)ccc4c(=O)n3c2)CC1	11	17
CCC(=O)Nc1ccc(Nc2ccccc2)cc1	-63	31

(next part)
SMILES	mHtt clearance	mHtt clearance grain fraction
COc1ccc(OC)c(C2=NO[C@@H]3C(=O)N(c4cc(Cl)ccc4OC)C(=O)[C@H]23)c1	-37	48
COc1ccc(C2C=C(c3ccc(Br)cc3)Nc3nc(N4C(=O)CCC4=O)nn32)cc1 (centres undefined)	15	17
O=C(Cn1c(=O)oc2ccccc21)Nc1ccc2c(c1)OCCO2	-2	22
Cc1c(NC(=O)C2CCN(S(=O)(=O)c3ccc(Cl)cc3)CC2)c(=O)n(-c2ccccc2)n1C	-42	56
CC(C)C1C(C#N)=C(N)Oc2n[nH]c(-c3ccccc3)c21 (centres undefined)	40	12
Cc1ccc(C(=O)COC(=O)CNC(=O)c2ccco2)cc1	-229	147
CCCOc1ccc(NC(=O)C2CCCNC2=O)cc1 (centres undefined)	13	15
CCOC(=O)c1c(NC(=O)CC(C)C)sc(C(C)=O)c1C	50	9.6
Cc1cc(C)nc(NC2=NCC(=O)N2c2ccc3c(c2)OCCO3)n1	-34	24
CC(C)OCCCNCc1cccs1	-1	36
CC1(C)CC(=O)c2cc(OCC(=O)NCC3CCCO3)ccc2O1 (centres undefined)	-10	38
Cc1ccc(Cl)c(OCC(=O)NCc2ccco2)c1	24	12
COc1cccc(CNC(=O)C2CCN(C(=O)N(C)C)CC2)c1	33	11
CCOC(=O)CSc1nnc(CNC(=O)c2ccc(OC)cc2OC)n1C	27	26
COc1ccc(C)cc1S(=O)(=O)N(CC(=O)N1CCOCC1)Cc1ccccc1	-113	83
COc1cccc2c(=O)c(C(=O)NCc3cccs3)c[nH]c12	11	32
CC12CCC(C(=O)N3CCCCCC3)(OC1=O)C2(C)C (centres undefined)	21	22
COc1ccc(OC)c(C(c2nnnn2CC2CCCO2)N2CCN(C3CCCC3)CC2)c1 (centres undefined)	-1	41
CCOC(=O)C1CCN(c2ncnc3c2cnn3-c2ccccc2)CC1	17	15
O=C(c1ccncc1)N1CCN(C(=O)c2ccco2)CC1	26	13
Cc1ccc(-n2c(N)c(C(N)=O)sc2=S)c(C)c1	-21	48
CCOC(=O)c1ccc(NC(=O)CC2Sc3ncnn3C2=O)cc1 (centres undefined)	-22	22
COc1ccc(Cl)cc1N1C(=O)CC(N2CCc3ccccc32)C1=O (centres undefined)	21	30
C(=N\c1nccs1)/c1cccnc1	-10	20
COc1ccc(C2CC(=O)C(C=NCCO)=C(O)C2)cc1OC (centres undefined)	-2	21
CCCC(c1nnnn1CCOC)N(Cc1cc2cc(C)c(C)cc2[nH]c1=O)CC1CCCO1 (centres undefined)	-30	49
O=C(NCCOc1nc(N2CCCCC2)nc(N2CCOCC2)n1)Nc1ccccc1	30	12
CCOc1ccc(C(=O)NCC2OCCc3ccccc32)cc1 (centres undefined)	-3	18
CCCn1nnc(NC(=O)COc2cc(C)ccc2C(C)C)n1	1	18
CCc1ccccc1NC(=O)CN(C)C(=O)CN1C(=O)NC2(CCCCCC2)C1=O	-16	50
CS(=O)(=O)N(CC(=O)N1CCN(c2cccc(Cl)c2)CC1)c1ccccc1	-30	28
O=C(c1ccc(C23CC4CC(CC(C4)C2)C3)o1)N1CCOCC1	-63	34

Only part of the results is shown, so the mix of outcomes need not match the whole.
